Screening data from PubChem BioAssay.
ERAP1 HTS inh: human ERAP1 aminopeptidase inhibitors, primary screen, biochemical, single point, plate reader | recombinant ERAP1, Leu-AMC fluorescence, 60 min | inhibition, % at 10.7 µM | actives 0.15% (n = 340,000);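 active means mean replicate inhibition of at least 30%, or all replicates individually reaching that 30% level; inactive means mean below 30% and not every replicate reaching it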;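 further: 0% = neutral control wells and 100% = L-leucinethiol positive control wells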
Target sequence (Q9NZ08 whole entry, looked up): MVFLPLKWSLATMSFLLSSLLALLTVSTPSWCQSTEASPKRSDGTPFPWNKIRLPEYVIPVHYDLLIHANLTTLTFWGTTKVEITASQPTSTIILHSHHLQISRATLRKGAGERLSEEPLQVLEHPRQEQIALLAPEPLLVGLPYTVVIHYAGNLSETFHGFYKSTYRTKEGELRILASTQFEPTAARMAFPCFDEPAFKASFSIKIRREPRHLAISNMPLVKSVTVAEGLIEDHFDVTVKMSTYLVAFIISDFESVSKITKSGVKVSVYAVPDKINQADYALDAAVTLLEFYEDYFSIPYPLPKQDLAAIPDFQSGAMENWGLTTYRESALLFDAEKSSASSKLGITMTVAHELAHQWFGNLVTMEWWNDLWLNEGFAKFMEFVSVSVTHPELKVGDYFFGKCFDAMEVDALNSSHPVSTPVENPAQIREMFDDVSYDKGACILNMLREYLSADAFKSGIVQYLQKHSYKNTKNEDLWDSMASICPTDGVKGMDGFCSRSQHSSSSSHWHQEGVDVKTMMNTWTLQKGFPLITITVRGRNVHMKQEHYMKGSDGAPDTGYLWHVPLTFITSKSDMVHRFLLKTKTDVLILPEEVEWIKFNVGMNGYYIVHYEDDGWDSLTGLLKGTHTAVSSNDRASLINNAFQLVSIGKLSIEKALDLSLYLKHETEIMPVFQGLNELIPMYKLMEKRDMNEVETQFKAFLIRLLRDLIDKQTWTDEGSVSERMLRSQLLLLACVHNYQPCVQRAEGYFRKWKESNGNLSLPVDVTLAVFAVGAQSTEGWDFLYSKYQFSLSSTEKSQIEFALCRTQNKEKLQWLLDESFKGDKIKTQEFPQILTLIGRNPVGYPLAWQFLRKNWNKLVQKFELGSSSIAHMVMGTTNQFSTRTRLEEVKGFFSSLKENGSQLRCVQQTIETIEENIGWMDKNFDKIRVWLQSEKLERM
Xi reactivation: activators of inactive X chromosome reactivation, primary screen, imaging, XiGFP fibroblasts, GFP high-content imaging, set 2 | XiGFP mouse fibroblasts, % GFP-positive cells imaging, 3 d; cells co-treated with 5-aza-dC sensitizer; scaled so ellipticine positive control = 100% | activation, % at 7.58 µM | actives 0.055% (n = 360,000) | AID 743238, 2013;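 active means mean normalized replicate activation at least 10% and every replicate at or above 10%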;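 further: 0% = median of on-plate neutral control wells and 100% = ellipticine 6 µM median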
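Assay system: SV40-immortalized XiGFP fibroblast cells, line 68-5-11; buffer or medium: DMEM plus 5-aza-dC sensitizer; compound: one concentration, pinned; timing: compounds 3 days, fix/stain 15 min at room temperature; benchmarks: positive control ellipticine, 6 µM final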
SIRT5 block: SIRT5 desuccinylase inhibitors, primary screen, biochemical, fluorescence imaging, single point, set 5. NAD-dependent protein deacylase sirtuin-5, mitochondrial (Homo sapiens), Q9NXA8. Purified SirT5, succinyl-peptide AMC, trypsin-coupled fluorescence. inhibition, % at 15 µM. actives 1.1% (n = 330,000). AID 652115, 2013; in the data active means inhibition above about 15%
S100A4 MyoIIA: inhibitors of S100A4-myosin IIA peptide binding, primary screen, biochemical, fluorescence polarization, TAMRA-MyoIIA peptide; AID 652163, 2013; actives 0.14% (n = 360,000); inhibition, % at 10.7 µM; Protein S100-A4 (Homo sapiens), P26447;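 active means mean inhibition of at least 70% across replicates, with every replicate also reaching that level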
Target sequence (P26447 whole entry, looked up): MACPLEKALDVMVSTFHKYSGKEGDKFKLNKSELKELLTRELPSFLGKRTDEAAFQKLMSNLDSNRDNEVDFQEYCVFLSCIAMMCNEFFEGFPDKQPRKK
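Test system: S100A4 monomer protein. Medium: HEPES buffer with Ca2+, pH 7.2. Reagent: fluorescent myosin IIA peptide, 5 nM. Compound dosing: single-point compound testing. Timing: 5 min between mix addition and reading. Benchmarks: DMSO neutral and TFP positive wells.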
LGR2 antag: inhibitors of bursicon-induced LGR2 CRE-luciferase signal, primary screen, cell-based, HEK293, CRE-luciferase reporter, bursicon stimulation; inhibition, % at 9.99 µM; actives 0.35% (n = 380,000); bursicon-stimulated, 4 h; AID 720647, 2013;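 active means drop in luminescence signal, shown as inhibition above about 50% in the replicate tests, limit read from the data, passing the limit was not always enough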;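 further: agonist challenge used bursicon conditioned medium at about half maximal strength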
PGC1a acetyl inh: inhibitors of PGC1a acetylation signal, primary screen, cell-based, U2OS, AlphaScreen, inhibitor mode; inhibition, % at 15.6 µM; AlphaScreen anti-acetyl-lysine; with virally co-expressed GCN5 acetyltransferase; AID 651687, 2012; actives 0.17% (n = 350,000);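 active means every replicate shows inhibition of at least 40%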;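 further: 0% = neutral control wells and 100% = positive control wells; some results beyond the cut were filed as inactive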
C2C12 statin: suppressors of statin myotoxicity in C2C12 myotubes, primary screen, cell-based, single point, plate reader; rescue of ATP level, % at 7.49 µM; actives 0.78% (n = 330,000); C2C12 myotubes + simvastatin, ATP luminescence, 48 h; scaled: DMSO 0, geranylgeraniol control 100;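 active means mean ATP rescue above about 67%, or every replicate alone reaching that limit, limit read from the data, passing the limit was not always enough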;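 further: myotubes were challenged with 10 µM simvastatin during compound exposure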
Cneo AK release: Cryptococcus neoformans cell lysis inducers, primary screen, AK release luminescence, single concentration; C. neoformans lysis, adenylate kinase release luminescence, 4 h; normalised: neutral wells 0, clomiphene wells 100; lysis activity, % at 15 µM; actives 0.2% (n = 360,000);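 active means mean lysis activity across replicates of at least 80%, whatever share of replicates individually reach that level; inactive means mean lysis activity below 80%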
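read-out = cell lysis signal | test system = log-phase Cryptococcus neoformans yeast cells | input = cells at 5 × 10^6 per mL | medium = fresh YPD growth medium | signal = luminescent adenylate kinase detection reagent | timing = 4 h at 37 °C static, read 1 h later | dosing = single dose | controls = Clomiphene as positive lysis control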
The depositor's hits bear a star; . = no result given; & = joins results of further samples. An excerpt (hit frequency here may not be typical).

Value order – ERAP1 HTS inh	Xi reactivation	SIRT5 block	S100A4 MyoIIA	LGR2 antag	PGC1a acetyl inh	C2C12 statin	Cneo AK release
1: O=C(CSc1nc(Nc2ccccc2)nc(N2CCOCC2)n1)Nc1cc(Cl)ccc1O
→ -6	0.1	2	-2	18	.	10	-1
2: Cc1ccc2c(c1)C(N1CCCC1=O)CC(c1ccco1)N2 (stereo unspecified)
→ .	.	.	.	37	3	-1	0
3: CCNCc1cc(Cl)c(OCc2ccccc2)c(OCC)c1
→ 1	-0.2	-3	-1	11	-26	.	.
4: O=C1NC[C@H](Cc2ccc(O)cc2)N(CCc2cc(C(F)(F)F)cc(C(F)(F)F)c2)C1=O
→ 2	0.3	.	-13	10	.	.	.
5: CCOC(=O)c1ccc([N+](=O)[O-])c(CS(=O)(=O)c2ccc(Cl)cc2)c1
→ -2	0.0	-1	2	4	-2	7	1
6: CCOC(=O)c1nn(-c2cccc(OC)c2)c(-c2ccccc2)c1C(=O)c1ccccc1
→ -1	.	2	0	3	.	10	-2
7: C[C@H]1CCC[C@]2(O[C@@H](CCO)C[C@H](O)[C@H]2O)O1
→ 0	0.0	1	0	-1	9	11	-2
8: O=C(NC1CC2CCCC(C1)N2C(=S)Nc1ccccc1)C1CC1 (stereo unspecified)
→ 1	0.2	3	-2	-9	.	-9	-5
9: CCC(C)NCC(O)(c1ccc(Cl)cc1)c1ccc(Cl)cc1 (stereo unspecified)
→ 2	0.0	0	-5	12	4	-16	4
10: Cc1cc(NC(=O)CSCC(=O)Nc2cccc(S(=O)(=O)N3CCCCCC3)c2)no1
→ -4	-0.1	-4	-2	-9	2	14	1
11: CC1(C)CC2CC(C)(CN2C(=O)c2cc(-c3ccccc3)on2)C1 (stereo unspecified)
→ -7	0.1	1	4	16	6	-10	-6
12: C[C@@H]1CCCCO[C@@H](CN(C)C(=O)Cc2ccccc2)[C@H](C)CN([C@@H](C)CO)C(=O)c2cc(NC(=O)c3ccncc3)ccc2O1
→ -4	0.0	-1	-3	6	0	.	1
13: O=C(c1ccccc1F)N1CC[C@H]2[C@H](CO)Nc3ccc(-c4cccc(F)c4)cc3[C@H]21
→ .	0.2	1	.	17	-14	-27	-1
14: Cc1cccc(C(=O)N2CCCC(N3CCN(c4ccc(F)cc4)CC3)C2)n1 (stereo unspecified)
→ 0	0.0	-4	-3	10	5	1	-1
15: COc1cc(NC(=O)Cc2cccc3ccccc23)c(C(=O)O)cc1OC
→ 7	0.2	-2	-3	-4	.	83*	-1

(next part)
Value order – ERAP1 HTS inh	Xi reactivation	SIRT5 block	S100A4 MyoIIA	LGR2 antag	PGC1a acetyl inh	C2C12 statin	Cneo AK release
16: COc1ccc(CN(C)C[C@@H]2OCCCC[C@H](C)Oc3ccc(NC(=O)CCC(F)(F)F)cc3C(=O)N([C@H](C)CO)C[C@@H]2C)cc1
→ 1	0.0	2	15	-9	10	.	-1
17: CCOCCCNC(=O)C(NC(=O)CNC(=O)c1ccccc1)c1ccc(OC)cc1 (stereo unspecified)
→ -3	0.2	-2	-16	27	2	-1	1
18: COc1cccc(C(=O)Nc2ccc3c(c2)C(=O)c2ccccc2C3=O)c1
→ -2	0.2	0	2	.	.	.	.
19: CCOc1ccc(/C=N/Nc2ccccn2)cc1
→ 18	0.0	-4	-3	-23	.	.	.
20: CCN(CC(=O)Nc1ccc2c(c1)OCCO2)C(=O)c1ccc(S(=O)(=O)N(C)C)cc1
→ 2	0.3	-3	3	1	.	-16	-1
21: C[C@H](CO)N1C[C@H](C)[C@@H](CN(C)Cc2ccc(C(=O)O)cc2)OCCCC[C@H](C)Oc2ccc(NS(=O)(=O)c3ccc(F)cc3)cc2C1=O
→ -1	-0.9	-4	1	15	6	.	-14
22: CCN(C[C@H]1[C@H](c2ccccc2)[C@@H](CO)N1S(C)(=O)=O)C(=O)C1CC1
→ -3	0.0	-3	-12	18	4	9	-5
23: CCn1c(-c2cc(-c3ccccc3)sc2N)n[nH]c1=S
→ .	0.0	-1	-13	6	-9	.	4
24: COCC(=O)N(C)C[C@H]1Oc2cc(-c3ccc(C#N)cc3)ccc2S(=O)(=O)N([C@@H](C)CO)C[C@H]1C
→ -3	-0.3	1	0	10	6	15	0
25: C[C@@H]1CN([C@@H](C)CO)C(=O)c2cc(C#CCN(C)C)cnc2O[C@H]1CN(C)Cc1cccc(F)c1
→ 4	-0.6	-6	-8	10	-8	19	-4
26: C[C@@H]1CN([C@@H](C)CO)C(=O)c2cc(NC(=O)Cn3cnnn3)ccc2O[C@@H]1CN(C)Cc1ccccc1
→ 3	-1.0	5	-6	-16	.	7	-5
27: COc1ccc(-c2ccc([C@H]3[C@H](CO)N4CCCCN(C(=O)c5ccc(F)cc5)C[C@@H]34)cc2)cc1
→ -1	0.2	3	2	6	5	.	48
28: CCOCCCNC(=O)c1ccc2c(c1)ncn2-c1ccc(C)cc1C
→ 0	-0.1	-3	-6	5	-7	6	0
29: Cc1cc(C(=O)CSc2nnnn2C)c(C)n1C1CC1
→ 3	0.1	1	2	-11	.	.	.
30: COc1ccc(NC(=O)N(C)C[C@H]2OCCCC[C@@H](C)Oc3ccc(NC(=O)C4CCCCC4)cc3C(=O)N([C@@H](C)CO)C[C@H]2C)cc1
→ 1	0.0	-5	5	-5	-9	.	80

Later entries.
Value order – ERAP1 HTS inh	Xi reactivation	SIRT5 block	S100A4 MyoIIA	LGR2 antag	PGC1a acetyl inh	C2C12 statin	Cneo AK release
31: CCCNC(=O)Nc1ccc2c(c1)C(=O)N(C)C[C@H](OC)[C@@H](C)CN[C@H](C)CO2
→ -3	0.9	-1	1	8	-4	3	43
32: Oc1ccccc1O
→ 1	1.0	-2	-2	.	0	-16	-2
33: CCCN(C)C[C@@H]1OCCCC[C@@H](C)Oc2ccc(NC(=O)CCCCCC(=O)Nc3ccccc3N)cc2C(=O)N([C@H](C)CO)C[C@@H]1C
→ -1	0.2	-3	-6	8	5	.	.
34: O=C(C1=C[C@@H](c2ccc(Br)cc2)C[C@@H](OCc2ccc(CO)cc2)O1)N1CCN(Cc2ccccc2)CC1
→ -2	.	-1	5	.	10	-77	-3&45
35: Cc1cc2c(cc1S(=O)(=O)CCC(=O)N1CC(C)CC(C)C1)OCC(=O)N2 (stereo unspecified)
→ 2	-0.1	2	2	-18	.	4	-3
36: COCC(C)N1CC(O)=C(c2nc(-c3ccc(Cl)cc3)cs2)C1=N (stereo unspecified)
→ -3	0.0	9	-10	10	.	.	.
37: CC1CC2(CCCC2)Nc2ccc(F)cc21 (stereo unspecified)
→ -4	0.1	-2	-8	26	0	-8	-1
38: CC(CC(=O)Nc1nc2ccccc2[nH]1)n1ccnc1 (stereo unspecified)
→ -2	0.0	1	2	20	2	-8	-1
39: CC(=O)N1CC2(C1)[C@H](c1ccccc1)[C@@H](CO)N2CC1CCOCC1
→ -2	-0.1	-2	6	20	4	.	.
40: CNC(=O)C[C@H]1CC[C@H]2[C@@H](COC[C@H](O)CN2Cc2ccc(C(F)(F)F)cc2)O1
→ -2	0.5	0	5	6	5	-1	2
41: CCCn1c(C)cc(C(=O)COc2ccc(C)nc2[N+](=O)[O-])c1C
→ 0	0.1	-3	2	.	.	-5	-1
42: O=C1NC(Cc2ccccc2)c2nc3ccccc3c(=O)n2-c2cc(Cl)ccc21 (stereo unspecified)
→ 2	0.0	.	-3	7	.	.	.
43: COc1ccc(C(=NN)c2ccc(OC)cc2)cc1
→ .	0.2	-4	9	-48	.	.	.
44: C[C@@H]1CCCCO[C@H](CN(C)S(C)(=O)=O)[C@@H](C)CN([C@@H](C)CO)C(=O)c2cc(N(C)C)ccc2O1
→ 0	0.2	2	0	-8	-11	18	-2
45: CCOC(=O)CN1C(=O)N(c2ccccc2OC)S(=O)(=O)c2ccccc21
→ -5	0.3	0	-5	11	.	4	2

Other structures follow:
Value order – ERAP1 HTS inh	Xi reactivation	SIRT5 block	S100A4 MyoIIA	LGR2 antag	PGC1a acetyl inh	C2C12 statin	Cneo AK release
46: CCOC(=O)c1c(NC(=O)C(NCCN(C)C)c2ccccc2)sc2c1CCCC2 (stereo unspecified)
→ 8	0.0	-2	-2	3	.	-22	0
47: CC(C)C#Cc1ccc([C@H]2[C@@H](CO)N3CCCCN(C(=O)Nc4ccccc4)C[C@H]23)cc1
→ 8	0.1	3	2	8	-9	.	3
48: CNC[C@@H]1OCCCC[C@H](C)Oc2ccc(NC(=O)Nc3c(C)noc3C)cc2C(=O)N([C@H](C)CO)C[C@H]1C
→ .	-0.4	.	.	3	-5	4	.
49: O=C(OCC(=O)N1CCCC1)c1ccc(Cl)nc1
→ 1	0.1	-1	5	9	6	26	2
50: COc1ccc(N(C(=O)CNC(=O)c2cccs2)C(C(=O)NC2CCCC2)c2cccnc2)cc1 (stereo unspecified)
→ 2	0.0	-1	-8	.	-7	8	4
51: O=C(Nc1ccc2c(c1)CCCN2C(=O)c1ccccc1)c1ccccc1Br
→ -3	0.0	4	1	-8	17	13	-20
52: CCCCN1C(=O)c2ccc(C(=O)NC3(C)CCS(=O)(=O)C3)cc2C1=O (stereo unspecified)
→ -6	0.0	0	2	-3	5	-19	1
53: N#CC1=C(SCC(=O)NC23CC4CC(CC(C4)C2)C3)NC(=O)C(C#N)C12CCCCC2 (stereo unspecified)
→ -4	.	2	-2	17	-6	-84	1
54: O=C(NCc1ccccc1Cl)C1(S(=O)(=O)c2ccc(Cl)cc2)CC1
→ 1	0.3	-1	0	-7	-8	5	0
55: COc1ccc2[nH]c3c(c2c1)CCNC3c1ccc([N+](=O)[O-])o1 (stereo unspecified)
→ -7	0.1	-1	-9	0	.	9	-1
56: C[C@@H]1CN([C@@H](C)CO)C(=O)c2c(c3ccccc3n2C)-c2ccccc2CO[C@H]1CN(C)C(=O)C1CC1
→ -3	2.2&-1.0	0	-4	7	-3	28	6
57: Cc1ccc(-c2nc(CS(=O)(=O)CC(=O)N3CCN(C)CC3)c(C)o2)cc1
→ 0	0.0	3	0	19	2	1	.
58: COc1cc(OC)c(OC)cc1CN1CCC(O)CC1
→ 4	0.2	-2	3	14	.	.	.
59: CSc1sc(C(=O)N(C)C)c2c1S(=O)(=O)N(C)c1ccccc1-2
→ 2	0.0	0	-2	11	.	4	.
60: COCCCn1c(=O)c2sccc2n(Cc2ccccc2)c1=O
→ -1	0.2	-2	-3	-4	.	17	3
61: Cc1cc(=O)n(Cc2ccccc2)c(O)c1C#N
→ 2	-0.1	2	-6	1	2	0	1
